Source: PubChem BioAssay
UHRF1 MBD2 ctr: blocks human UHRF1 binding to methylated DNA; UHRF1 binding to methylated oligo, TR-FRET; inhibition, % at 4.4 µM; actives 0.75% (n = 370,000); in the data active = inhibition above about 21%;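 also: UHRF1 SRA domain binding a hemimethylated CpG hairpin DNA probe; 0% = median of test compound wells and 100% = reference inhibitor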
PG9 binder: PG9 antibody binding by small molecule. inhibition, % at 6.7 µM. TR-FRET gp120-PG9 antibody binding. actives 0.43% (n = 360,000); in the data active = inhibition above about 8.5%
SIAE inh: human SIAE inhibition, primary screen | SIAE FP-Rh probe binding, fluorescence polarization | inhibition, % at 9.66 µM | actives 0.69% (n = 370,000) | AID 1053197;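 active = inhibition above a cutoff: mean of compounds within the control limits plus 3 SD of those, cut at about 17% in these data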;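 also: 0% = plate median of compound wells and 100% = probe without SIAE protein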
PRMT1 inh: blocks human protein arginine methyltransferase 1 | actives 1.3% (n = 370,000) | recombinant PRMT1, activity-based probe fluorescence polarization | AID 652257 | inhibition, % at 2.79 µM;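 active = inhibition above about 21% made by adding two undisclosed values, limit read from the data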
TCR CD3 inh: human TCR-CD3 binding inhibition; actives 0.37% (n = 360,000); inhibition, % at 9.4 µM; AID 651800; TAMRA-labeled TCR probe fluorescence, biochemical; in the data active = inhibition above about 19%;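 also: recombinant mutant TCR 2C K166C tagged with TAMRA read by polarization; 0% = receptor in buffer alone and 100% = receptor with positive control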
LEDGF integ inh: blocks HIV-1 LEDGF/p75-dependent DNA integration | TR-FRET IN-LEDGF/p75 DNA integration, Eu/Cy5 | inhibition, % at 3.7 µM | AID 743269 | actives 0.64% (n = 370,000);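 active = inhibition above the screen-wide mean plus 3 SD, cut at about 13% in these data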;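 also: signal is the Cy5 over europium emission ratio at 671 and 618 nm; 0% = plate median of compound wells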
TDP2 absorb: TDP2 (human) inhibition, absorbance primary screen; actives 0.34% (n = 370,000); recombinant TDP2, T5PNP hydrolysis, p-nitrophenol absorbance 415 nm; inhibition, % at 12.8 µM; AID 720702;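 active = inhibition above the mean of all tested compounds plus 3 SD, set per campaign, cut at about 25% in these data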;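 also: 0% = DMSO with enzyme and 100% = buffer with substrate but no TDP2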
Target sequence (O95551 whole entry, looked up): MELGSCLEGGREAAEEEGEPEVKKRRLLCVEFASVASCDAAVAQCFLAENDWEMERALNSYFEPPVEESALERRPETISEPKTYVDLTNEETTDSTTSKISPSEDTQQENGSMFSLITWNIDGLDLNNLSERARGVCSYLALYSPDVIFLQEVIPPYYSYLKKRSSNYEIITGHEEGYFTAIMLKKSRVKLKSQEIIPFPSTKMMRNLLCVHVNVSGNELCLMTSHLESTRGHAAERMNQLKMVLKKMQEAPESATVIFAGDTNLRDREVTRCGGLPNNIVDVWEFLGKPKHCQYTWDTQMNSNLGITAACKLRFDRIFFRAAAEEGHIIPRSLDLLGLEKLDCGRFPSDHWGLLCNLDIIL
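System: recombinant human TDP2 / Amount: 120 nM TDP2 per well / Also added: 5 mM T5PNP chromogenic substrate / Doses: 12.8 µM single point, 1% DMSO / Incubation: 2 h at 37 °C / Detection: p-Nitrophenol epi absorbance / Evaluation: % inhibition relative to enzyme-containing and enzyme-free wells / Repeats: singlicate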
ABHD4 inh: ABHD4 (mouse) inhibition, primary FP screen; Q8VD66; actives 0.54% (n = 370,000); inhibition, % at 8.92 µM; AID 720543; purified mABHD4, FP-Rh probe fluorescence polarization;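 active = inhibition exceeding the mean over every tested compound plus 3 SD, cut at about 30% in these data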;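 also: 0% = plate median of compound wells and 100% = S159A mutant with DMSO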
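Doses – 8.92 µM, single dose · Material – wild-type mouse ABHD4 protein · Replication – single well per compound (singlicate) · Measure – percent inhibition of probe binding, normalized to plate controls · Schedule – 45 min compound pre-incubation plus 60 min probe step, 25 °C · Detection – fluorescence polarization with parallel and perpendicular emission, 525/598 nm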
HTRA1 inh: HTRA1 (human) protease inhibition | Q92743 | recombinant HTRA1, FP-rhodamine activity-based probe, fluorescence polarization | inhibition, % at 5.96 µM | actives 0.5% (n = 340,000) | AID 504803; in the data active = inhibition above about 36%;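 also: 0% = enzyme with DMSO and 100% = wells lacking enzyme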
Tn7 DDE FP: inhibitors of Tn7 peptide binding to human fibrin DD(E); inhibition, % at 8.3 µM; AID 720508; actives 0.13% (n = 370,000); FP displacement of FITC-Tn7 peptide from fibrin DD(E); 0% = median of compound wells per plate; P02675;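 active = inhibition above the mean of compounds falling within the control limits plus 3 SD of them, cut at about 14% in these data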;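 also: 0% = plate median of compound wells and 100% = 10 µM Aha-Tn7 peptide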
Target sequence (P02675 whole entry, looked up): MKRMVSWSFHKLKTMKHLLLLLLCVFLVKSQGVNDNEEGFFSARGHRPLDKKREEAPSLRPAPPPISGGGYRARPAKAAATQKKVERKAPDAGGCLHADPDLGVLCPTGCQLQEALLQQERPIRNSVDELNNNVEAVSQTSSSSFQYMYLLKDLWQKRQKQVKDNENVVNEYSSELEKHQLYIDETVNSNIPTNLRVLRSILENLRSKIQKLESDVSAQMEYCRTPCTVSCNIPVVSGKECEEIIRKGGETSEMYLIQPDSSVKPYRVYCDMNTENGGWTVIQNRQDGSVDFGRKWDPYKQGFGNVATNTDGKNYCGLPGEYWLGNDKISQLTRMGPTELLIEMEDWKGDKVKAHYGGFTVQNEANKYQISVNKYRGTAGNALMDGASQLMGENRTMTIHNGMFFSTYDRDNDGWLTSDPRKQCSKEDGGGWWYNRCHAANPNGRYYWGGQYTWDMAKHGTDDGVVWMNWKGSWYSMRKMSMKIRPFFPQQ
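Test system – human fibrin DD(E) · Times – 10 min preincubation, 3 h with tracer, room temperature · Detection – fluorescence polarization of the labelled Tn7 tracer · Measure – percent inhibition normalized to high-control wells · Benchmarks – high control wells with 10 µM unlabelled Aha-Tn7 peptide (full inhibition) · Repeats – singlicate testing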
* = called active by the depositor; x = no result given.

Compound,UHRF1 MBD2 ctr,PG9 binder,SIAE inh,PRMT1 inh,TCR CD3 inh,LEDGF integ inh,TDP2 absorb,ABHD4 inh,HTRA1 inh,Tn7 DDE FP
CCOc1ccccc1N1CCN(C(=O)c2csc(C)c2CC)CC1,1,0.1,7,4,0,0,-7,4,-5,-4
CC(C)CCNC(=O)c1cccc(C(=O)NCCC(C)C)c1,-1,1.5,-1,-3,0,1,7,2,-7,4
CC1Cc2cc(/C(O)=C3/C(=O)C(=O)N(CCN4CCOCC4)C3c3ccc(C(C)C)cc3)ccc2O1 (centres undefined),-2,-1.8,-5,-1,3,0,5,0,x,-4
CCC(C(=O)OCC(=O)c1c(N)n(CC(C)C)c(=O)n(C)c1=O)c1ccccc1 (centres undefined),2,0.3,0,2,-4,-6,-1,5,-12,11
O=S(=O)(NCc1ccccn1)c1cccc2nsnc12,0,-2.8,-5,2,13,0,2,4,4,5
COc1ccc(/C=N/NC(=S)Nc2ccccc2)cc1COc1ccc(F)cc1,2,-2.6,-5,-3,-6,2,-16,-7,-10,-8
O=S(=O)(NCc1nc2ccccc2[nH]1)c1ccccc1,0,0.4,-4,1,4,-7,4,-3,-4,8
CC(Oc1ccccc1F)c1ccnc2nc(/N=C/N(C)C)nn12 (centres undefined),0,-1.1,1,-2,1,1,-1,2,0,0
O=S(=O)(c1ccccc1)N(F)S(=O)(=O)c1ccccc1,9,2.9,13,4,-2,-1,-7,-5,9,1
Cc1ccc(S(=O)(=O)N(C)CC(=O)NNC(=O)CCC(=O)c2ccc(F)cc2)cc1,8,1.6,-1,-1,-1,6,9,1,3,3
CCOc1ccccc1N(CC)C(=O)Cn1ncc2c(=O)oc3ccccc3c21,1,-0.4,-3,3,-6,-2,3,-1,6,1
O=C(CSc1nnc(-c2ccncc2)o1)NC1C2CC3CC(C2)CC1C3 (centres undefined),-2,1.5,-1,0,-9,1,6,1,-3,-1
CCOC(=O)c1c(NS(=O)(=O)c2ccc(Br)cc2)sc2c1CCC2,5,0.4,-2,27*,4,6,-5,29,15,4
COc1ccc(C(=O)Nc2c(N)nc(SCC(=O)NCC3CCCO3)[nH]c2=O)cc1OC (centres undefined),-1,-1.7,7,1,-6,-2,3,5,2,-2
CC(=O)Nc1ccc2nc(C3CCCCC3)[nH]c2c1,2,0.8,-3,1,-2,1,6,8,-2,-6
CCC(COC(=O)Nc1cccc(C)c1)NC(=O)OCC(C)C (centres undefined),0,-0.1,3,-1,-3,0,7,1,-5,1
Cc1nc(CN(C)C(=O)CC2C(=O)NCCN2Cc2ccc(F)cc2)cs1 (centres undefined),-3,-1.6,3,4,6,4,16,1,1,-6
CCc1nnc(NC(=O)c2cc3c(s2)CCCCC3)s1,-2,-0.6,4,-2,-1,-1,6,-6,-1,7
C=C[C@H](CC(C)C)N(Cc1ccccc1)S(=O)(=O)N(Cc1ccc(OC)cc1)[C@H](C=C)CC(C)C,0,1.8,8,1,2,-1,-5,3,3,0
O=C(c1ccc(CS(=O)Cc2ccccc2Cl)o1)N1CCN(C2CCCCC2)CC1 (centres undefined),-2,-2.8,-6,-1,4,6,-15,-8,1,-5
Cc1ccccc1C[n+]1cccc2ccccc21,1,1.6,5,2,0,2,4,-1,-8,-1
Cc1nn(Cc2ccccc2)c(C)c1NC(=O)c1cc(-c2cccs2)on1,0,2.6,-2,-2,11,-1,-3,-8,-1,1
CCOc1ccc(S(=O)(=O)Nc2ccc(C(=O)NNC(=O)c3ccncc3)cc2)cc1,-1,-0.6,-2,-3,-1,-2,4,-1,4,0
CCCCn1c(Cc2ccccc2)nnc1SCC(=O)N1CCOCC1,3,0.1,2,-1,1,1,8,-3,-9,-5
CC(=O)Nc1sc2c(c1-c1nc3ccccc3s1)CCN(C(C)=O)C2,-18,x,13,18,x,3,4,9,x,10
c1ccc(NCCc2ccccn2)cc1,-2,-0.2,5,0,6,-3,9,0,6,4
COc1ccc(NC(=O)CCS(=O)(=O)c2ccc3c(c2)oc(=O)n3C)cc1,2,0.2,-4,6,2,3,5,2,5,-4
O=C(CSc1nn(-c2ccccc2)c(=S)s1)Nn1cnnc1,2,-1.5,-4,-1,3,0,-11,3,1,0
O=[N+]([O-])/C=C1\C=CC=CN1Cc1ccc(Cl)cc1,0,-0.4,11,-5,7,0,-7,2,9,3
Cc1cc(NC(=O)COC(=O)c2ccc(S(=O)(=O)C(F)F)cc2)n(-c2ccccc2)n1,-1,-1.3,-4,3,1,0,0,-1,-4,-2
CC(C)C(NS(=O)(=O)c1ccc2c(c1)C(C)(C)C(=O)N2C)C(=O)NCc1ccccc1Cl (centres undefined),2,0.1,-1,5,-7,4,1,-4,-4,-1
Cc1ccc(NC(=O)COc2ccccc2)c(NC(=O)c2ccccc2C)c1,5,0.7,-9,-2,-3,-3,-12,-8,-13,-4
COC(=O)c1ccccc1NC(=O)c1ccccc1N(C)S(C)(=O)=O,-1,-1.9,3,-1,0,1,8,0,-3,-6
CCn1cc(CN(C)S(=O)(=O)c2cccc([N+](=O)[O-])c2)cn1,1,-1.1,4,-2,1,7,-5,-2,8,-1
CCOC(=O)c1ccc(-c2ccc3c(c2)CCC3)nc1C,0,0.9,-4,-7,-3,3,-21,-13,-2,2
COc1cc(C)nc(N(Cc2ccccc2)S(=O)(=O)c2ccccc2)n1,0,0.2,0,1,-3,-3,3,-11,-24,2
CC1=C(C(=O)Nc2ccccc2C(=O)NC2CCC(C)CC2)SCCO1 (centres undefined),3,-2.0,2,2,-9,-7,-5,8,0,-4
Cc1ccc(-n2c(-c3ccncc3)nnc2-c2cccs2)cc1,1,-1.2,7,5,-2,-1,-8,2,0,0
CN1C(=O)CSc2ccc(NC(=O)NCCC3=CCCCC3)cc21,0,-1.4,2,2,3,-2,-3,1,-3,5
Cc1cccc(C(=O)Oc2ccc(/C=N/NC(=O)c3ccc(O)cc3)cc2)c1,-2,-0.1,-10,2,12,3,2,-18,-75,0
O=C(NC1CCSc2ccccc21)c1ccc(F)c(S(=O)(=O)N2CCOCC2)c1 (centres undefined),4,2.0,7,4,6,0,-22,-13,-13,7
Cc1cccn2cc(CNc3ccccc3)nc12,-4,-2.3,2,-3,-1,1,10,2,4,0
CCOc1ccccc1NC(=O)COC(=O)CN(C)S(=O)(=O)c1ccc(C)cc1,1,-0.5,-7,-3,-4,-1,9,5,-1,4
C[C@H](CO)N1C[C@H](C)[C@@H](CN(C)S(=O)(=O)c2ccccc2)Oc2ccc(NC(=O)c3ccncc3)cc2C1=O,5,0.5,-5,-2,-7,5,-7,4,5,-5
Cn1nc(-c2ccccc2)cc1NC(=O)CCCC(=O)O,-2,-0.9,2,3,-12,-5,3,9,8,-11
Cn1ncc(C(N)=O)c1NC(=S)NC(=O)c1ccc(Br)o1,2,-0.3,-4,-4,4,3,-13,-2,-1,1
O=C(Nc1ccc2c(c1)OCO2)c1cnc(Cl)c(Cl)c1,1,1.4,6,1,13,-6,8,-1,-8,-3
COC(=O)[C@]1(Cc2ccccc2)N[C@H](CN(C)C(=O)COc2ccccc2)[C@@H]2C(=O)N(C)C(=O)[C@@H]21,-1,0.0,7,0,-5,3,-5,6,-1,1
Cc1cc(OC(C)C(=O)NCc2ccncc2)c2c(C)cc(=O)oc2c1 (centres undefined),-1,1.8,-2,-3,13,1,7,-2,2,4
CC(C)c1ccc(NC(=O)C2C3C=CC4(O3)C2C(=O)N(CCCN2CCCCC2)C4C(=O)NC2CCCCC2)cc1 (centres undefined),4,1.2,1,2,-2,-2,-10,-10,-3,4

Other structures
Compound,UHRF1 MBD2 ctr,PG9 binder,SIAE inh,PRMT1 inh,TCR CD3 inh,LEDGF integ inh,TDP2 absorb,ABHD4 inh,HTRA1 inh,Tn7 DDE FP
CC(=O)Nc1ccc(C(=O)CSc2nnc(Cn3nnc4ccccc43)n2C)cc1,-3,-1.4,1,0,-1,-2,4,4,1,-2
Cc1ccc(NC(=O)COC(=O)CCc2c[nH]c(=O)[nH]2)cc1,-2,-1.1,4,8,2,-3,-10,-5,-4,-1
CSc1nnc(NC(=O)c2nc(S(=O)(=O)Cc3ccc(C)cc3)ncc2Cl)s1,0,-1.8,-3,9,8,4,12,-3,10,0
CCC(=O)Nc1ccc(N2CCN(Cc3ccccc3)CC2)cc1,1,-0.2,-3,-3,3,0,7,7,-4,5
CC(C)(C)c1ccc2oc(=O)cc(-c3cccc(-c4ccc(C(F)(F)F)cc4)c3)c2c1,3,-1.5,0,5,-1,0,1,-1,-11,2
Nc1ncnc(Oc2ccccc2F)c1[N+](=O)[O-],-2,-2.8,6,-5,-2,1,6,2,3,-1
O=C(Nc1cccc(-c2cccc(Cl)c2)c1)C1CCN(Cc2ccccn2)CC1,-2,-0.8,-5,0,7,3,2,-2,-22,1
CCCCCC[C@H](CN(CCCC)S(C)(=O)=O)c1ccccc1,-3,x,6,-1,x,1,0,-1,x,3
O=C(O)CC1Sc2ccccc2NC1=O (centres undefined),-1,-1.2,3,5,1,0,1,4,4,2
O=C1C2Sc3[nH]c(=O)sc3C(c3ccccc3)C2C(=O)N1c1ccc(Cl)cc1 (centres undefined),-5,1.3,3,10,8,3,3,23,-3,13
CCOC(=O)c1sc(NC(=O)CSc2nncs2)c(C(=O)OCC)c1C,1,0.6,-11,-3,-3,3,2,-3,-24,10
CN(c1ccc(C(=O)N2CCN(c3ccccc3F)CC2)cc1)S(=O)(=O)c1ccccc1,0,-1.8,-2,1,2,5,-2,-1,-1,-1
O=C(C1CCCO1)N1CCN(Cc2c(O)ccc3ccccc23)CC1 (centres undefined),-1,1.1,3,23*,-7,-1,0,1,2,-2
Cc1ccc(C2=N/C(=C\N(C)C)C(=O)O2)cc1,-2,-2.4,0,1,2,0,-3,8,1,-11
CC(=O)NC(Cc1cccc(F)c1)C(=O)NC1CCN(C(=O)Nc2ccccc2)CC1 (centres undefined),2,-2.1,1,-1,5,2,18,1,-7,-4

Record cards (already shown):
O=C1C2Sc3[nH]c(=O)sc3C(c3ccccc3)C2C(=O)N1c1ccc(Cl)cc1 (centres undefined) across the screens: UHRF1 MBD2 ctr = -5; PG9 binder = 1.3; SIAE inh = 3; PRMT1 inh = 10; TCR CD3 inh = 8; LEDGF integ inh = 3; TDP2 absorb = 3; ABHD4 inh = 23; HTRA1 inh = -3; Tn7 DDE FP = 13
O=S(=O)(NCc1ccccn1)c1cccc2nsnc12 across the screens: UHRF1 MBD2 ctr = 0; PG9 binder = -2.8; SIAE inh = -5; PRMT1 inh = 2; TCR CD3 inh = 13; LEDGF integ inh = 0; TDP2 absorb = 2; ABHD4 inh = 4; HTRA1 inh = 4; Tn7 DDE FP = 5

Hits appear at their usual frequency; any-hit rate near 4.2%.
